# Bioassay records as filed in PubChem BioAssay.
# tim23-1 inh: growth inhibitors of tim23-1 mutant yeast, primary screen, luminescence, uHTS; inhibition, % at 20 µM; S. cerevisiae tim23-1 growth, BacTiter-Glo luminescence, 24 h; actives 1.3% (n = 330,000); AID 463212, 2010;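 active means growth inhibition of the mutant yeast at or above 50%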;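 further: temperature-sensitive mutant grown at 25 °C; plate controls were DMSO-treated mutant yeast for no effect and medium wells lacking yeast for full effect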
# APJ agonist: agonists of human apelin receptor APJ, primary screen, CHO-K1 cells, PathHunter beta-arrestin, luminescence | P35414 | 0% DMSO wells, 100% apelin | activation, % at 20 µM | actives 0.11% (n = 330,000) | AID 2520, 2010;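 active means activation more than six SD over the plate average, tested at 20 µM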;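 further: 0% = DMSO alone and 100% = apelin-13 at 10 nM; some results filed as inactive read as strong as hits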
# Target sequence (P35414 whole entry, looked up): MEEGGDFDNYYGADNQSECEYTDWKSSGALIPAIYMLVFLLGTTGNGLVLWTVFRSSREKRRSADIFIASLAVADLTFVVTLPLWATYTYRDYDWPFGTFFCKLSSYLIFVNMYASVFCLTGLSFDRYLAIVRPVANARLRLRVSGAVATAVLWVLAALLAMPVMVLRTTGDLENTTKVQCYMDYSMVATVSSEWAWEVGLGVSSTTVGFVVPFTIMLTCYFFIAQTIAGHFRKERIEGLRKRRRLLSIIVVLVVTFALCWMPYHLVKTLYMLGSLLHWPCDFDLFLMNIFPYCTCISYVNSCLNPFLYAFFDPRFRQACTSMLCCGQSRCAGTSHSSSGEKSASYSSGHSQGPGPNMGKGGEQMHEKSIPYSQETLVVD
#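 system = engineered CHO-K1 APJ arrestin reporter cells | input = 1000 cells per well | timing = overnight seeding, 90 min compound at 25 °C, 1 h detection | measured by = enzyme-fragment complementation luminescence | read-out = beta-arrestin recruitment to APJ as agonist activity, luminescent signal | control set = negative DMSO alone, positive Apelin-13 at 10 nM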
# GRIN3A LBD mod: binders of NR3A ligand-binding domain, primary screen, biophysical, differential scanning fluorimetry, uHTS; NR3A LBD differential scanning fluorimetry, Tm shift; 0% = protein alone, 100% = glycine-bound protein; Tm shift relative to glycine control, % at 25 µM; actives 2.5% (n = 340,000);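 active means melting temperature shift of at least 10% of the positive control shift, at one fixed dose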
# MPTP inh: mitochondrial permeability transition pore inhibitors, primary screen, biochemical, isolated mouse mitochondria, absorbance; inhibition, % at 10 µM; Ca2+ swelling absorbance, 30 min; AID 602449, 2012; actives 1.4% (n = 360,000);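 active means inhibition of 50% or more, scaled per plate between neutral and stimulator controls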;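 further: 0% = DMSO wells given calcium and 100% = 1 mM EGTA wells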
# beta cell repl: inducers of MIN6 beta-cell proliferation, primary screen, ATP luminescence, uHTS; MIN6 cells proliferation, ATPlite luminescence, 48 h; cells starved in 0.2% serum; 100% = growth in 10% serum; proliferation, % at 10 µM; actives 0.29% (n = 330,000); AID 2380, 2010;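 active means compounds whose signal lies at least 3.5 SD above the mean of all wells on their plate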;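 further: 0% = DMSO-treated cells in low-serum medium and 100% = 10% serum control; some compounds called inactive have numbers as strong as hits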
# tim10-1 inh: growth inhibitors of tim10-1 mutant yeast, primary screen, luminescence, uHTS; actives 2.2% (n = 330,000); S. cerevisiae tim10-1 ts strain growth, BacTiter-Glo, 24 h; AID 463190, 2010; inhibition, % at 20 µM;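 active means inhibition of at least 40%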;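 further: mutant grown at 25 °C; 0% = DMSO wells with yeast and 100% = wells holding no yeast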
# APJ antag: antagonists of human apelin receptor APJ, primary screen, CHO-K1 cells, beta-arrestin complementation, luminescence; inhibition, % at 20 µM; P35414; AID 2521, 2010; actives 0.32% (n = 330,000);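 active means inhibition above about 40% at 20 µM, limit read from the data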;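 further: cells challenged with 10 nM apelin-13 agonist together with compound; plate controls were apelin-13 plus DMSO wells for no effect and DMSO wells lacking apelin-13 for full effect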
# NALP3 yeast inh: NALP3 inflammasome inhibitors in reconstituted yeast, primary screen, luminescence, uHTS | AID 2825, 2010 | inhibition, % at 10 µM | actives 0.39% (n = 330,000) | Yeast reconstituted NLRP3/ASC/caspase-1, beta-gal luminescence, 24 h;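 active means inhibition of 50% or more; inactive means inhibition below 50%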;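 further: plate controls were induced DMSO wells for no effect and uninduced yeast grown without galactose for full effect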
# TIM10 inh: growth inhibitors of isogenic TIM10 control yeast, primary screen, counter-screen for tim10-1 yeast inhibitor project, luminescence, uHTS. S. cerevisiae TIM10 strain growth, BacTiter-Glo luminescence, 24 h. inhibition, % at 10 µM. actives 1.4% (n = 330,000). AID 463195, 2010;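 active means inhibition of 40% or more at the single tested concentration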;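 further: wild-type TIM10 isogenic control strain grown at permissive 25 °C; 0% = DMSO yeast wells and 100% = minimal medium wells without yeast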
# Active calls of the source: *; . = no result given.
SMILES,tim23-1 inh,APJ agonist,GRIN3A LBD mod,MPTP inh,beta cell repl,tim10-1 inh,APJ antag,NALP3 yeast inh,TIM10 inh
NC(=O)COC(=O)CSc1ccc2ccccc2c1,-2,-1,-1,-1.0,-4,3,-4,4,-2
CCC(=O)c1ccc(OCC(O)CN2CCCCC2)cc1 (centres undefined),-13,-4,-1,0.4,0,5,4,11,1
CSc1nnc2ccc(-c3ccc(C)cc3)nn12,30,-5,-2,0.4,-3,46*,9,-3,7
O=C(CCl)Oc1ccc2occ(C(=O)c3cccs3)c2c1,-20,-1,4,-3.4,-2,17,13,73*,61*
O=C(Cc1ccc(F)cc1)NCCS(=O)(=O)N1CCN(c2cccc(Cl)c2)CC1,3,-3,-1,-0.4,-5,7,7,10,11
CCn1c(COc2ccccc2OC)nnc1SCC(=O)NC1CCCC1,1,0,1,-4.2,-2,9,-11,20,-14
O=C(CSc1cccc[n+]1[O-])NC1CCCCCCC1,7,-5,-1,-3.5,-2,0,-3,17,-2
CCN(CCO)Cc1cc(=O)oc2cc3c(cc12)CCC3,13,0,0,1.4,-1,5,2,8,-3
CN(CCCNC(=O)CSc1cc(=O)n(C)c2cc(Cl)ccc12)Cc1ccccc1,6,-4,-2,-1.0,0,13,12,3,0
CCOc1cc(CNCc2ccccn2)ccc1OCC(=O)NC1CCCCC1,2,0,6,16,-1,11,24,2,9
CS(=O)(=O)c1sc(C(=O)NC(=S)Nc2ccc(OC(F)(F)F)cc2)c2c1C=CCC2,6,-2,11*,53*,-3,2,9,19,-2
Cc1ccc(CS(=O)(=O)Cc2ccc(C(=O)NCc3ccco3)o2)cc1,20,1,0,-0.7,-4,20,17,8,22
CCN(Cc1nc2ccccc2c(=O)[nH]1)C(=O)c1cccc(NC(=O)c2cccs2)c1,-1,-1,-2,0.5,2,-3,6,14,0
Cc1cc(C(=O)COC(=O)c2n[nH]c3ccccc23)c(C)n1C,25,-2,-1,2.2,-5,26,-7,8,30
COc1cccc(-c2nnc(SCC(=O)N(C(C)C)C(C)C)o2)c1,9,-1,0,1.5,-3,28,4,26,2
Cc1ccc(S(=O)(=O)NC2=NCN(C)CN2)cc1[N+](=O)[O-],-4,-2,0,1.0,0,-3,0,16,0
CCOC(=O)N/N=C/c1ccc(OCCSc2ccc(Cl)cc2)c(OCC)c1,28,1,-8,2.2,-2,22,5,27,25
CCn1nnc2sc3c(c2c1=O)CCC(C)C3 (centres undefined),-15,-2,-1,-1.0,0,12,-3,21,-25
CCc1nn(C(C)C(=O)N2CCN(c3ccccc3)CC2)c(=O)c2cc3occc3n12 (centres undefined),27,-4,1,1.9,-3,30,7,20,9
O=C(CSc1ncn[nH]1)NCc1ccc2c(c1)OCO2,-4,1,0,0.1,-1,7,7,-9,-4

# Gathered by group: the entries above containing a Cl atom.
SMILES,tim23-1 inh,APJ agonist,GRIN3A LBD mod,MPTP inh,beta cell repl,tim10-1 inh,APJ antag,NALP3 yeast inh,TIM10 inh
O=C(CCl)Oc1ccc2occ(C(=O)c3cccs3)c2c1,-20,-1,4,-3.4,-2,17,13,73*,61*
O=C(Cc1ccc(F)cc1)NCCS(=O)(=O)N1CCN(c2cccc(Cl)c2)CC1,3,-3,-1,-0.4,-5,7,7,10,11
CN(CCCNC(=O)CSc1cc(=O)n(C)c2cc(Cl)ccc12)Cc1ccccc1,6,-4,-2,-1.0,0,13,12,3,0
CCOC(=O)N/N=C/c1ccc(OCCSc2ccc(Cl)cc2)c(OCC)c1,28,1,-8,2.2,-2,22,5,27,25

# Next section:
SMILES,tim23-1 inh,APJ agonist,GRIN3A LBD mod,MPTP inh,beta cell repl,tim10-1 inh,APJ antag,NALP3 yeast inh,TIM10 inh
Cc1ccc(NC(=S)N2CCCC2)cc1Cl,1,2,0,-2.3,3,25,2,19,-4
COC(=O)c1cc(NC(=O)CC2SCCNC2=O)cc(C(=O)OC)c1 (centres undefined),5,-2,0,0.6,-3,0,7,26,7
O=C(NCC(O)CO)c1ccc2[nH]c3ccccc3c2c1 (centres undefined),-4,-3,9,-1.0,-5,-16,1,-4,2
COc1cccc(NC(=O)C2C3CC4OC(=O)C2C4C3)c1 (centres undefined),4,-1,-5,-1.4,3,2,17,-7,-10
N#Cc1cnn2ccc(-c3cc(N4CCOCC4)ccc3[N+](=O)[O-])nc12,-5,0,1,-0.7,-1,12,-14,17,-3
Cc1ccc2nc(-c3ccc(NC(=O)COC(=O)c4ccc(Br)o4)cc3)sc2c1,10,-1,2,1.4,0,22,-4,-4,6
O=C(O[C@@H](C(=O)O)[C@@H](OC(=O)c1ccccc1)C(=O)O)c1ccccc1,3,-2,3,0.2,1,2,21,-2,-2
O=C(O)c1cc(O)c2c(c1)[C@@H]([C@H]1c3cc(C(=O)O)cc(O)c3C(=O)c3c(O[C@@H]4O[C@H](CO)[C@@H](O)[C@H](O)[C@H]4O)cccc31)c1cccc(O[C@@H]3O[C@H](CO)[C@@H](O)[C@H](O)[C@H]3O)c1C2=O,-1,0,-3,.,-2,8,15,23,-35
O=C(COC(=O)c1cccc(S(=O)(=O)N2CCOCC2)c1)NCc1ccccc1,-1,-4,-1,0.9,1,0,0,12,-3
CC(C)CCOCC(=O)Nc1cccc(C(=O)O)c1,6,0,0,1.3,-2,15,18,-2,-17
CC(=O)c1ccc(OCC(=O)OC(C)C(=O)NC2CCCCC2)cc1 (centres undefined),1,-3,0,0.2,-5,-3,-2,2,3
CN(C)S(=O)(=O)c1ccc(Cl)c(C(=O)Nc2cccc3ncccc23)c1,4,-1,0,-1.9,0,-3,9,17,5
COc1ccc(C2C=C(c3ccccc3)Nc3nc(CCCO)nn32)cc1 (centres undefined),16,4,0,.,1,20,-8,0,0
O=C(NCC(=O)N(c1ccc(Cl)cc1)C(C(=O)NC1CCCC1)c1ccncc1)c1ccco1 (centres undefined),2,-4,0,0.7,-2,-10,27,16,11
COc1ccc(NC(=O)COc2ccc(S(=O)(=O)N3CCOCC3)cc2C)cc1OC,-8,-2,0,-2.0,-1,-3,11,5,0
CC(=O)c1ccc(NC(=O)C(C)OC(=O)c2ccc3c(c2)nc(C)n3-c2ccccc2)cc1 (centres undefined),25,-1,-9,1.7,-2,7,6,16,-5
CCOC(=O)/C(=C\C=C\N1CCOCC1)C(C)=O,-3,-4,-3,0.2,1,-5,17,10,2
Cc1ccc2c(N)c(C(=O)c3ccccc3)sc2n1,49,-6,-1,0.5,0,42*,8,11,36
O=C(COc1ccc(-n2cnnn2)cc1)N1CCN(c2ccc(F)cc2)CC1,10,5,0,-0.2,-2,12,5,0,5
Oc1ccc(/C=N/N(c2ccccc2)c2ccccc2)cc1O,68*,12,1,5.0,-7,31,-58,7,21
CCCC(=O)Nc1nc(C(=O)OCC)cs1,3,-6,-1,-0.9,-2,10,4,10,-8
O=C1[C@@H](c2ccccc2)[C@@H](c2ccccc2)N1c1cccnc1,70*,.,-3,0.5,.,67*,.,.,64*
COC(=O)[C@H](C(C)C)N(Cc1ccccc1)S(=O)(=O)CCN1CCN(c2ccccc2)CC1,39,.,-1,0.0,.,18,.,.,-3
COc1ccccc1Nc1n[nH]c(=S)s1,21,-2,1,-0.4,-3,4,-33,9,-8
Cc1ccc(CONC(=O)c2ccccc2Cl)cc1,3,8,0,-0.4,-6,9,9,43,2
Cc1nc2cc(-c3ccc(Cl)cc3)nn2c(C)c1CCC(=O)NC(C)c1ccc2c(c1)OCCO2 (centres undefined),13,-1,-9,-0.4,-6,19,-14,7,13
CCCCN(Cc1nc2ccccc2c(=O)[nH]1)C(=O)CN1C(=O)NC2(CCCCC2)C1=O,-5,-3,2,-0.1,0,-15,-6,14,5
CCn1c(CNS(=O)(=O)c2ccc(Cl)cc2)n[nH]c1=S,15,1,-1,2.3,3,7,0,29,-10
COCCCNC(=O)C1CC(=O)N(C2CCCC2)C1 (centres undefined),15,-2,2,-0.1,-2,14,10,13,14
COc1ccccc1NC(=O)c1cc(C)nc2ccccc12,18,-2,-2,-2.4,1,15,0,12,1
COc1ccc(NS(=O)(=O)/C=C/c2ccccc2)cc1,8,-2,-1,-0.1,0,4,3,14,11
Cc1cccc(OCC(=O)Nc2ccc3oc(=O)ccc3c2)c1,12,-5,-6,1.3,-3,-17,14,19,-1
CC(C)Oc1ccc(CNC(=O)Cn2c(=O)oc3ccccc32)cc1,-8,-2,2,0.7,-2,-12,-62,7,2
O=c1c2c3c(sc2nc2sc(C4CC4)nn12)CCCC3,16,1,0,-0.7,2,29,-2,2,17
Cc1oc2c(c1C(=O)Nc1cccc(C(=O)O)c1)CCCC2,-4,-2,-1,0.5,-3,-9,-25,10,-5
CC(C)Cn1c(N)c(C(=O)COC(=O)c2c(F)cccc2F)c(=O)n(C)c1=O,14,-4,-2,-1.4,0,14,-1,15,5
COc1cccc(N(C(=O)CNC(=O)c2ccco2)C(C(=O)NC2CCCC2)c2cccnc2)c1 (centres undefined),7,1,-3,0.2,-3,-17,13,12,11
Cc1ccc(C2/C(=C(/O)c3ccc4c(c3)CC(C)O4)C(=O)C(=O)N2CCCn2ccnc2)cc1 (centres undefined),6,14,0,-0.8,-2,7,-5,-2,4
C/C(=N\NC(=O)c1nn(C)c(C)c1Br)c1cccc(NC(=O)c2ccc(F)cc2)c1,15,2,-11,-0.2,0,11,-8,4,-7
O=C1NC(=O)C2(CCCc3ccccc32)N1 (centres undefined),9,-1,2,-3.0,-1,-8,-60,7,4
O=C(COC(=O)C1=COCCO1)Nc1ncc(C(F)(F)F)cc1Cl,11,-1,0,-0.9,-2,15,14,12,0
CC/C(CC(=O)C(F)(F)F)=N\NC(=O)/C(C#N)=C/N(C)C,13,-2,3,-4.1,-3,3,14,4,2
CCC/C(=N\NC(=O)C1CC1)c1ccc(Br)cc1,13,1,-1,-0.1,-4,8,-2,1,11
C=CCNC(=S)Nc1nc2c(cc1C(=O)OCC)COC(C)(C)C2,0,-2,-1,0.4,-2,3,-1,-16,-10
CCOc1cccc2c1OC1(C)CC2NC(=O)N1c1cccc(C(=O)NCc2ccccn2)c1 (centres undefined),-1,-1,0,-0.9,-2,-4,12,9,-6
c1cc2[nH]snc2c2nc(C3CC3)nc12,10,2,0,1.5,-4,-12,-6,9,29
Cc1ccc2c(c1)N(CC(=O)NC1CCCCC1C)C(=O)CO2 (centres undefined),20,0,0,3.2,-1,8,18,9,0
Cc1ccc(S(=O)(=O)N2CCCOC2)cc1,14,1,-2,-0.5,0,25,16,3,16
COc1ccc(OC)c(S(=O)(=O)NCCc2cn3ccsc3n2)c1,-3,-1,-2,0.1,1,1,13,-12,-1
O=C(CCC(=O)N1CCOc2ccccc21)N1CCCCC1,13,-5,0,-1.5,0,25,-6,1,5
COc1ccccc1N1CCN(c2ccc([N+](=O)[O-])nc2)CC1,1,-3,0,-0.9,-2,-11,14,26,6
